Vif-APOBEC3G blk – blocks the Vif interaction with human APOBEC3G. Q9HC16. HeLa A3G-eYFP + Vif (tagged APOBEC3G with the HIV-1 protein that degrades it), YFP fluorescence, overnight. Potency, µM (titrated, usually from 46.1 µM), for the others: at the top dose activity, negative = active, most hits filed as inhibitors. actives 0.076% (n = 410,000);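 note: % is set by controls: 0 for no effect and ±100 for the full control effect; nearly all actives have a fitted effect of over 60% in size; hits raise eYFP signal because A3G escapes Vif-driven loss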
Target sequence (Q9HC16 whole entry, looked up): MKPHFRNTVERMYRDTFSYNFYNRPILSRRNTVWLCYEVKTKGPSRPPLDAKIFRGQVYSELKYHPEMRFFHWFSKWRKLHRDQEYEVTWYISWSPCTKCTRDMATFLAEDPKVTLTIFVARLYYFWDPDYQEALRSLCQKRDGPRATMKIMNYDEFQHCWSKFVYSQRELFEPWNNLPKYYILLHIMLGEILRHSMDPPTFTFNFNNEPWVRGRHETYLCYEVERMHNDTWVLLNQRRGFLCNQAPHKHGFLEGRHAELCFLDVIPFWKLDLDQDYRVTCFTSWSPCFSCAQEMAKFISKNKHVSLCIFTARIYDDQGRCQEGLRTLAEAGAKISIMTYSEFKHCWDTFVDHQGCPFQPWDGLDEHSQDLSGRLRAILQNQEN
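HeLa cells stably expressing Vif and C-terminally eYFP-tagged A3G, seeded overnight at 37 deg C, then exposed to compound by pintool overnight at 37 deg C. Rise in yellow fluorescence (Ex 488/Em 500-530, Acumen) marks blocked Vif-driven A3G degradation.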
Vif-APOBEC3F blk – inhibitors of Vif-A3F interaction | HeLa A3F-eYFP + Vif (tagged APOBEC3F with the HIV-1 protein that degrades it), YFP fluorescence increase | Potency, µM (titrated, usually from 46.1 µM), for the others: at the highest dose activity, negative = active | actives 0.2% (n = 390,000) | AID 602313; note: % of control where 0% means no effect; nearly all actives have a fitted effect of over 65% in size
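HeLa cells stably expressing A3F-eYFP plus Vif, plated and incubated overnight at 37 deg C, then exposed to compounds overnight at 37 deg C. Blocked degradation read as raised yellow fluorescence (Ex 488/Em 500-530).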
GRP78 ERSR act – induces the endoplasmic reticulum stress response in human glioma cells | U87-MG GRP78 promoter luciferase reporter, 16 h | Potency, µM, for the others: at the highest dose activation, most hits filed as activators | actives 0.02% (n = 420,000) | AID 602332; note: series mostly up to about 76 µM; % of control where 0% means no effect; nearly all actives have a fitted effect of over 35% in size
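ERSR induction read as luciferase luminescence (Bright-Glo, 10 min at room temperature) in stably transfected human U87-MG glioma cells exposed to compounds for 16 h, using GRP78 as sensor.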
* = called active by the depositor; & = joins results of further samples. Calls come from the whole dose curve; as a rule, active = well fitted curve in the direction sought with a large enough effect; inconclusive = small, poorly fitted or top-dose-only effect, or another doubt; inactive = no such curve, though single readings can be large; an effect the other way counts as inactive or inconclusive. Potency is the fitted concentration of half-maximal effect. Some of the compounds tested; rates above refer to the full screens.

Start of the listing, in advance (3 entries):
CC(C)(C)NCC(O)COc1cccc2[nH]c(=O)[nH]c12 (stereo unspecified) was read as Vif-APOBEC3G blk 2%, Vif-APOBEC3F blk 5% and GRP78 ERSR act 2%&-3%&-3%.
COc1ccc2[nH]c3c(c2c1)CCN1C(=O)C(CC(=O)NCc2ccc(OC)c(OC)c2)C[C@H](C(=O)N2CCOCC2)[C@@]31CCC1CCCC1 (stereo partly specified) was read as Vif-APOBEC3G blk -7%, Vif-APOBEC3F blk 2% and GRP78 ERSR act -3%.
O=C(OCCN1CCOCC1)C1(c2ccccc2)CCCCC1 was read as Vif-APOBEC3G blk 3%, Vif-APOBEC3F blk 1% and GRP78 ERSR act 1%&0%&-5%&-3%.

The list itself, repeating the preview:
CC(C)(C)NCC(O)COc1cccc2[nH]c(=O)[nH]c12 (stereo unspecified) was read as Vif-APOBEC3G blk 2%, Vif-APOBEC3F blk 5% and GRP78 ERSR act 2%&-3%&-3%.
COc1ccc2[nH]c3c(c2c1)CCN1C(=O)C(CC(=O)NCc2ccc(OC)c(OC)c2)C[C@H](C(=O)N2CCOCC2)[C@@]31CCC1CCCC1 (stereo partly specified) was read as Vif-APOBEC3G blk -7%, Vif-APOBEC3F blk 2% and GRP78 ERSR act -3%.
O=C(OCCN1CCOCC1)C1(c2ccccc2)CCCCC1 was read as Vif-APOBEC3G blk 3%, Vif-APOBEC3F blk 1% and GRP78 ERSR act 1%&0%&-5%&-3%.
Screening C[C@H](CO)N1C[C@H](C)[C@@H](CN(C)S(=O)(=O)c2cn(C)cn2)Oc2c(NS(=O)(=O)c3ccc(F)cc3)cccc2C1=O returned Vif-APOBEC3G blk 0%, Vif-APOBEC3F blk 6% and GRP78 ERSR act -4%.
For C=C(C)CNC(=O)C1CCC(=O)N(CCCc2ccccc2)C1 (stereo unspecified) the results were Vif-APOBEC3G blk -4%, Vif-APOBEC3F blk -3% and GRP78 ERSR act -2%.
`COc1ccc(NC(=O)Nc2cccc3c2O[C@H](CN(C)C(=O)Nc2ccc(OC)cc2)[C@@H](C)CN([C@H](C)CO)C3=O)cc1` gave Vif-APOBEC3G blk 2%, Vif-APOBEC3F blk 6% and GRP78 ERSR act 3%.
For C[C@H]1CN([C@@H](C)CO)C(=O)Cc2cc(NC(=O)CCC(F)(F)F)ccc2O[C@H]1CN(C)S(C)(=O)=O the results were Vif-APOBEC3G blk 3%, Vif-APOBEC3F blk 9% and GRP78 ERSR act 0%.
For CC[C@@]1(C(=O)OC)N[C@H](CN(C)C(=O)Nc2ccc(C(F)(F)F)cc2)[C@@H]2C(=O)N(C)C(=O)[C@@H]21 the results were Vif-APOBEC3G blk -6%, Vif-APOBEC3F blk 1% and GRP78 ERSR act -3%.
COCCCNC(=O)CC1C[C@H](C(=O)N(C(C)C)C(C)C)[C@@]2(C)c3[nH]c4ccc(OC)cc4c3CCN2C1=O (stereo partly specified) was read as Vif-APOBEC3G blk -2%, Vif-APOBEC3F blk 1% and GRP78 ERSR act -2%.
Screening CC[C@]12c3[nH]c4cc(-c5ccco5)ccc4c3CCN1C(=O)[C@@H](CC(=O)NCc1ccco1)C[C@@H]2C(=O)N1CCN(C(=O)c2ccco2)CC1 returned Vif-APOBEC3G blk -5%, Vif-APOBEC3F blk 2% and GRP78 ERSR act -1%.
For C=CS(=O)(=O)N(Cc1ccc(Cl)c(Cl)c1)C[C@@H](O)CO the results were Vif-APOBEC3G blk -25%, Vif-APOBEC3F blk -9% and GRP78 ERSR act 0%.
Screening Cc1ccccc1N=Cc1ccc[nH]1 returned Vif-APOBEC3G blk 3%, Vif-APOBEC3F blk 4% and GRP78 ERSR act 1%.
`Nc1ccc2cc3ccccc3cc2c1` gave Vif-APOBEC3G blk -7%, Vif-APOBEC3F blk inconclusive and GRP78 ERSR act 8%.
Screening COc1cc(NC(=O)c2[nH]cnc2C(N)=O)cc(C(=O)Nc2cccc(C(F)(F)F)c2)c1 returned Vif-APOBEC3G blk -10%, Vif-APOBEC3F blk 0% and GRP78 ERSR act -10%.
COc1cc(C2CC(=O)Oc3cc4c(cc32)OCO4)cc(OC)c1OC (stereo unspecified) was read as Vif-APOBEC3G blk 2%, Vif-APOBEC3F blk -2% and GRP78 ERSR act -1%&-4%.
O=C1c2ccccc2S(=O)(=O)c2cc(N3CCN(C(=O)c4ccccc4)CC3)ccc21 was read as Vif-APOBEC3G blk 0%, Vif-APOBEC3F blk 3% and GRP78 ERSR act -2%.
For CCC(CO)Oc1cc(NCc2ccncc2)c2ncn(C(C)C)c2c1 (stereo unspecified) the results were Vif-APOBEC3G blk -1%, Vif-APOBEC3F blk 0% and GRP78 ERSR act -3%.
For O=C(/C=C/c1cccc([N+](=O)[O-])c1)c1ccc([N+](=O)[O-])o1 the results were Vif-APOBEC3G blk inconclusive, Vif-APOBEC3F blk -3% and GRP78 ERSR act -12%.
COc1cc(OC)cc(-c2oc(=O)c3cc(OC)c(OC)cc3c2C(F)(F)F)c1 was read as Vif-APOBEC3G blk 1%, Vif-APOBEC3F blk 1% and GRP78 ERSR act -4%.
`COc1cc(NC(=O)Cn2cnc3c(OCc4ccccc4)ncnc32)cc(OC)c1OC` gave Vif-APOBEC3G blk 1%, Vif-APOBEC3F blk 7% and GRP78 ERSR act -4%.
Screening Cc1ccc(NC(=O)c2ncn(CCCN3CCN(c4ncccn4)CC3)n2)cc1C returned Vif-APOBEC3G blk -3%, Vif-APOBEC3F blk 1% and GRP78 ERSR act 0%.
Screening C[C@H](CO)N1C[C@H](C)[C@@H](CN(C)C(=O)Nc2ccc(C(F)(F)F)cc2)Oc2c(NC(=O)CCC(F)(F)F)cccc2C1=O returned Vif-APOBEC3G blk -2%, Vif-APOBEC3F blk 1% and GRP78 ERSR act 2%.
C[C@@]12CCC3[C@@](CCC4[C@@]3(C)CCC[C@@]4(C)C(=O)N3CCOCC3)(CC1=O)C2 (stereo partly specified) was read as Vif-APOBEC3G blk 2%, Vif-APOBEC3F blk 4% and GRP78 ERSR act -6%.
`O=C1OCCN1C(=O)[C@H]1[C@H](c2ccc(Cl)cc2)C(c2ccc(F)cc2)=NN1c1ccc(Br)cc1` gave Vif-APOBEC3G blk -4%, Vif-APOBEC3F blk -8% and GRP78 ERSR act 3%&-1%.
N#Cc1cnc(SCC(=O)N2CCCCC2)nc1N was read as Vif-APOBEC3G blk -6%, Vif-APOBEC3F blk 3% and GRP78 ERSR act 0%.
CC(C)NC(=O)N(C)C[C@H]1Oc2ccc(NS(=O)(=O)c3ccccc3)cc2C(=O)N([C@H](C)CO)C[C@H]1C was read as Vif-APOBEC3G blk 0%, Vif-APOBEC3F blk 1% and GRP78 ERSR act 11%.
`COC(=O)CCCC(=O)OC` gave Vif-APOBEC3G blk 1%, Vif-APOBEC3F blk 5% and GRP78 ERSR act -2%.
CN(Cc1ccccc1)C(=O)c1ccc(NC(=O)Cc2ccc(NC(=O)C3CCN(C(=O)c4ccccc4)CC3)cc2)cc1 was read as Vif-APOBEC3G blk -5%, Vif-APOBEC3F blk 3% and GRP78 ERSR act -5%.
For COC(=O)CCC(=O)OC1(C)C(=O)C2=CN(c3ccc(OC)cc3)C(c3ccc(OC)cc3)=CC2=C(Br)C1=O (stereo unspecified) the results were Vif-APOBEC3G blk 6%, Vif-APOBEC3F blk -2% and GRP78 ERSR act -2%.
For C#CCOCCOCCOCCNc1nc(N2CCN(C(=O)C([C@@H](C)CC)n3cc(C(N)COC(=O)C(F)(F)F)nn3)CC2)nc(N2CCN(C(=O)[C@H](Cc3cc4ccccc4[nH]3)n3cc(C(N)CO)nn3)CC2)n1 (stereo partly specified) the results were Vif-APOBEC3G blk 3%, Vif-APOBEC3F blk 1% and GRP78 ERSR act 0%.
Screening CN1OC[C@@H]2CN(S(=O)(=O)c3ccccc3)[C@H](c3cccc(Br)c3)C[C@@H]21 returned Vif-APOBEC3G blk -8%, Vif-APOBEC3F blk 0% and GRP78 ERSR act -4%.
`C[C@H](CO)N1C[C@H](C)[C@@H](CN(C)C(=O)Nc2ccccc2)Oc2ccc(NC(=O)CCN3CCOCC3)cc2C1=O` gave Vif-APOBEC3G blk -2%, Vif-APOBEC3F blk -1% and GRP78 ERSR act 2%.
O=C(Cn1c(NCCCO)nc2ccccc21)c1cccs1 was read as Vif-APOBEC3G blk 1%, Vif-APOBEC3F blk 3% and GRP78 ERSR act -5%.
COc1cc(Cl)c(CNC[C@H]2O[C@@H](n3cnc(C(N)=O)n3)[C@H](O)[C@@H]2O)c(Cl)c1O was read as Vif-APOBEC3G blk -1%, Vif-APOBEC3F blk 6% and GRP78 ERSR act 0%.
For Cc1ccc(S(=O)(=O)NC[C@H]2O[C@@H](n3cnc4c(N)ncnc43)[C@H](O)[C@@H]2O)s1 the results were Vif-APOBEC3G blk -4%, Vif-APOBEC3F blk 10% and GRP78 ERSR act -3%.
For CC(=O)Oc1cc(O)c2c(=O)c(OC(C)=O)c(-c3ccc(OC(C)=O)c(OC(C)=O)c3)oc2c1 the results were Vif-APOBEC3G blk -10%, Vif-APOBEC3F blk -1% and GRP78 ERSR act -1%.
COc1cccc(N2[C@@H](CC(C)=O)c3ccccc3S2(=O)=O)c1 was read as Vif-APOBEC3G blk 4%&1%, Vif-APOBEC3F blk 2% and GRP78 ERSR act -5%&6%.
Screening Cc1cc(CNC[C@H]2O[C@@H](n3cnc(C(N)=O)n3)[C@H](O)[C@@H]2O)c(C)n1-c1cccnc1 returned Vif-APOBEC3G blk -1%, Vif-APOBEC3F blk 10% and GRP78 ERSR act -3%.
CC(C)(C)OC(=O)C[C@@H]1C/C=C\C[C@@H](CC(=O)N(CCO)Cc2ccccc2)C(=O)N[C@H](Cc2ccccc2)COC1=O was read as Vif-APOBEC3G blk -6%, Vif-APOBEC3F blk -1% and GRP78 ERSR act -4%.
NC1(C#Cc2ccc3oc(=O)c(-n4cc(C5(O)CCCCC5)nn4)cc3c2)CCCCC1 was read as Vif-APOBEC3G blk -3%, Vif-APOBEC3F blk -4% and GRP78 ERSR act -2%.
Screening C=CCC[C@@H](Cc1ccc(F)cc1)C(=O)OC[C@H](C)NC(=O)[C@@H](CC=C)CC(=O)N(CCO)Cc1ccccc1 returned Vif-APOBEC3G blk 1%, Vif-APOBEC3F blk -1% and GRP78 ERSR act -2%.
`COC(=O)C[C@H]1c2cc(F)cc(F)c2S(=O)(=O)N1C1CCN(Cc2ccccc2)CC1` gave Vif-APOBEC3G blk 3%&1%, Vif-APOBEC3F blk 8% and GRP78 ERSR act -5%&-4%.
For COc1ccc(CN2[C@@H](CC(=O)O)c3cc(C(F)(F)F)ccc3S2(=O)=O)cc1 the results were Vif-APOBEC3G blk -1%&2%, Vif-APOBEC3F blk -28% and GRP78 ERSR act -2%&-2%.
`CC[C@@]1(C(=O)OC)N[C@H](CN(C)C(=O)COc2ccccc2)[C@@H]2C(=O)N(C)C(=O)[C@@H]21` gave Vif-APOBEC3G blk 6%, Vif-APOBEC3F blk 2% and GRP78 ERSR act -5%.
For O=C(/C=C/Nc1ccc(F)cc1)c1cccs1 the results were Vif-APOBEC3G blk -3%, Vif-APOBEC3F blk -10% and GRP78 ERSR act -5%.
CC1=C(N2CCOCC2)CCC1=O was read as Vif-APOBEC3G blk 4%, Vif-APOBEC3F blk 8% and GRP78 ERSR act -5%.
Screening Cc1noc(C)c1NC(=O)Nc1ccc2c(c1)C(=O)N([C@H](C)CO)C[C@H](C)[C@@H](CN(C)S(=O)(=O)c1c(C)noc1C)O2 returned Vif-APOBEC3G blk 0%, Vif-APOBEC3F blk 5% and GRP78 ERSR act -3%.
`Cc1ccccc1-c1cccc([C@@H]2C[C@H]3[C@H](CON3C)CN2Cc2cc(Cl)cc(Cl)c2)c1` gave Vif-APOBEC3G blk -1%, Vif-APOBEC3F blk -7% and GRP78 ERSR act -2%.
`CC[C@]1(C(=O)OC)[C@H]2C(=O)N(Cc3ccccc3)C(=O)[C@H]2[C@H]2CN(C)C(=NC)N21` gave Vif-APOBEC3G blk -4%, Vif-APOBEC3F blk 5% and GRP78 ERSR act -4%.
`CCC/C(C#Cc1cc(OC)cc(OC)c1)=C1/c2ccccc2C(=O)N1c1ccccc1` gave Vif-APOBEC3G blk -5%, Vif-APOBEC3F blk -2% and GRP78 ERSR act -5%.
For CCOC(=O)C1=CN(Cc2ccco2)S(=O)(=O)NC1c1cccc(OC)c1 (stereo unspecified) the results were Vif-APOBEC3G blk inconclusive, Vif-APOBEC3F blk 1% and GRP78 ERSR act -1%.
`CC(C)CCN1CCC(CN2CCNC(=O)C2=O)CC1` gave Vif-APOBEC3G blk -1%, Vif-APOBEC3F blk -6% and GRP78 ERSR act -4%.
For CN(CCc1ccccc1)C(=O)c1cccc(NC(=O)Cc2cccc(NC(=O)C3CCN(C(=O)C4CCCCC4)CC3)c2)c1 the results were Vif-APOBEC3G blk 1%, Vif-APOBEC3F blk 12% and GRP78 ERSR act -1%.

From PubChem
